# NPR2 activator: GC-B (human) receptor activation; P20594; HEK293-GC-B cells, CNP EC30, cGMP TR-FRET; 0% at EC30 CNP, 100% saturating CNP; activation, % at 10 µM; actives 0.11% (n = 370,000); AID 1920062;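 active = activation at 10 µM reaching about 35% in either raw or pattern-adjusted values, limit read from the data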
# Target sequence (P20594 whole entry, looked up): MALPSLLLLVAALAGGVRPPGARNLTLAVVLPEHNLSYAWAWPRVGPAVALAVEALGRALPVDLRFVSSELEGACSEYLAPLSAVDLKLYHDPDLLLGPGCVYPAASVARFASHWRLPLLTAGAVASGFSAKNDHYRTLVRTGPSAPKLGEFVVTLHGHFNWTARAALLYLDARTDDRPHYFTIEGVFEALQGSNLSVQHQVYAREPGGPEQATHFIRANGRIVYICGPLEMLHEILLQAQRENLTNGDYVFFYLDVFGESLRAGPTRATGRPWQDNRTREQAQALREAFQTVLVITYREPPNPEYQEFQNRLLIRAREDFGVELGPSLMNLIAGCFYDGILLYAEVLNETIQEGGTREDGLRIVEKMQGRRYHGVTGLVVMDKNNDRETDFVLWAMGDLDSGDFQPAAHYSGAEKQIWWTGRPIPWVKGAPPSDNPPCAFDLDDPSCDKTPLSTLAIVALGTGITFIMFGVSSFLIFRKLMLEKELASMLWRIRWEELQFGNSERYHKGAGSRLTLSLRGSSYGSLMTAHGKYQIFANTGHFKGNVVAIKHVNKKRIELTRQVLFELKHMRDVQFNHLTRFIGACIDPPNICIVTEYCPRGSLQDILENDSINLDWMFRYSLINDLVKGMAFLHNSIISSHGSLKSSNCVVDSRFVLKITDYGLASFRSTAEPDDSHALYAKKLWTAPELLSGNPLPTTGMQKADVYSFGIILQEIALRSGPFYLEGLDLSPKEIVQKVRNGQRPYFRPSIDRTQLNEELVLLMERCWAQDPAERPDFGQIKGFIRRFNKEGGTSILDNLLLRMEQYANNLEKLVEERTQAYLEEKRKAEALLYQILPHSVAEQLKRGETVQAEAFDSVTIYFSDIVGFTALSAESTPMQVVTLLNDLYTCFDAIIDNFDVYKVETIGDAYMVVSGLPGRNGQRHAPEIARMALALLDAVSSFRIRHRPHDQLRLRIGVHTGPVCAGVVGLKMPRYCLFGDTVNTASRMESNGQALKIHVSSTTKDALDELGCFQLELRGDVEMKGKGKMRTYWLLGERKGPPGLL
# hcDAF-12 act: H. contortus DAF-12 activation, primary screen; HEK293 hcDAF-12 lit1-tk-luc reporter, luminescence; 0% DMSO, 100% Δ7-dafachronic acid; activation, % at 6.8 µM; actives 1.4% (n = 370,000);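 active = activation above the mean of all tested compounds plus 3 SD, cut at about 5.5% in these data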;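 note: 100% = response to 3 µM Δ7-dafachronic acid high control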
# SMARCA2 act: activators of SMARCA2 function. MG213 cells, MMTV-luciferase reporter, dexamethasone, overnight. activation, % at 9.1 µM. actives 1% (n = 370,000). AID 652017; in the data active = activation above about 7.8%;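 note: 0% = vehicle wells and 100% = reference activator wells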
# sPLA2-III inh: Inhibits HGIII-sPLA2 liposome hydrolysis, primary screen; QFRET BODIPY PC-A2 liposome hydrolysis, fluorescence; inhibition, % at 12.2 µM; actives 0.56% (n = 370,000);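 active = inhibition above mean plus 3 SD of compounds lying within the high and low control bounds, cut at about 19% in these data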;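 note: 0% = median of test compound wells and 100% = no enzyme DMSO wells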
# ADAM10 inh: inhibitors of human ADAM10; O14672; recombinant ADAM10, EDANS/DABCYL FRET peptide cleavage, 3 h; inhibition, % at 7 µM; actives 0.62% (n = 370,000); AID 720582;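 active = inhibition above a per-campaign cutoff equal to the mean of compounds falling between control-based bounds plus 3 SD, cut at about 20% in these data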;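 note: 0% = DMSO wells while the 100% control is not disclosed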
# hgDAF12 agonist: hgDAF-12 agonism, primary luciferase screen; HEK293 GAL4-hgDAF12 UAS-luciferase reporter, agonist luminescence; normalized to butyrate control; activation, % at 6.8 µM; actives 1.8% (n = 370,000); AID 687014;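 active = activation above a cutoff set at the mean of all screened compounds plus 3 SD, cut at about 10% in these data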;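 note: 0% = DMSO wells and 100% = sodium butyrate wells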
# DAX1 inh-1: inhibitors of human orphan nuclear receptor DAX1 (NR0B1) | HEK293 Gal4-DAX1 luciferase reporter, luminescence | inhibition, % at 6.75 µM | actives 0.99% (n = 340,000) | AID 504766;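 active = inhibition above the mean over all tested compounds plus 3 SD, cut at about 4.2% in these data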;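 note: 0% = DAX1-transfected cells with DMSO and 100% = empty-vector control cells with DMSO; inhibition shows as a rise in luminescence from relieved DAX1 repression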
# GAA850 FXN act: increases GAA850 frataxin promoter reporter activity | AID 540364 | HEK293 lucGAA850 FXN promoter luciferase reporter, 24 h; percent of 10 µM SAHA response | actives 0.56% (n = 360,000) | activation, % at 6 µM;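 active = activation above the average of all compounds screened plus 3 SD, cutoff fixed separately per campaign, cut at about 7.5% in these data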;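 note: 0% = DMSO wells and 100% = 10 µM SAHA wells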
# ssDAF12 agonist: activators of S. stercoralis DAF-12 nuclear receptor. HEK293 ssDAF-12/GRIP1 lit1-tk-luc reporter, luminescence; % of 3 µM dafachronic acid response. activation, % at 6.8 µM. actives 1% (n = 370,000). AID 652126;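 active = activation above the mean over all tested compounds plus 3 SD, cut at about 0.9% in these data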;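 note: 0% = DMSO-only wells and 100% = 3 µM delta7-dafachronic acid wells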
# GC-A act: GC-A (human) enzyme activation. activation, % at 10 µM. actives 0.14% (n = 370,000). HEK293 GC-A cells, cGMP TR-FRET, EC30 ANP; 0% at EC30 ANP, 100% saturating ANP. P16066; in the data active = activation above about 40%
# DAX1 inh-2: blocks DAX1 repression of SF-1 activated StAR promoter; HEK293T StAR-luciferase reporter, SF-1/DAX-1 repression relief; inhibition, % at 6.8 µM; actives 1.1% (n = 370,000); AID 652010;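 active = inhibition above the mean over all tested compounds plus 3 SD, cut at about 3.6% in these data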;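 note: 0% = DAX-1 cells with DMSO and 100% = cells lacking DAX-1 with DMSO; higher inhibition means more luminescence from relief of DAX-1 repression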
# Numbers without * were called inactive; i = inactive; . = no result given; & = joins results of further samples. No enrichment for hits; 6.6% or so of the library scored in one or more.
No.	mol	NPR2 activator	hcDAF-12 act	SMARCA2 act	sPLA2-III inh	ADAM10 inh	hgDAF12 agonist	DAX1 inh-1	GAA850 FXN act	ssDAF12 agonist	GC-A act	DAX1 inh-2
1	Cc1cc(C(=O)COc2cccnc2[N+](=O)[O-])c(C)n1-c1ccccc1F	2	-7.0	-6	-4	-4	-13	-3.2	-11	-3.4	-3	-2.4
2	OC1CNc2c(ccc3ccccc23)C1 (centres undefined)	-4	-0.9	0	7	i	2.5	0.8	1.8	-1.3	-8	-0.8
3	Nc1nc(NC2CCCC2)cc(=O)[nH]1	0	-1.4	-3	-2	-8	0.8	0.1	-1.6	-0.8	-1	0.8
4	Cc1cc(-c2nnco2)c(C)n1-c1ccccc1	-4	0.0	3	1	-6	0.8	0.6	3.8	-0.9	-5	1.2
5	CCOCCCNC(=O)C(NC(=O)CNC(=O)c1ccccc1)c1ccc(OC)cc1 (centres undefined)	3	1.2	-2	5	1	0.2	0.5	-0.8	-0.7	1	0.4
6	CCCCn1c(SCC(=O)Nc2cccc(OC)c2)nc2ccc(N3CCOCC3)cc2c1=O	-2	-0.6	2	5	-89	-2.2	0.5	-0.7	-1.4	-1	-0.3
7	O=C(CN(C(=O)CCC(=O)Nc1nccs1)c1ccc(F)cc1)NCCc1ccccc1	0	0.1	-1	-3	-9	-0.1	-0.2	-2.8	-1.3	-2	0.3
8	CCC(=O)Nc1ccc(-c2nc(-c3ccccc3)n(CC(=O)N3CCCCC3)n2)cc1	11	-0.4	-2	3	-17	0.0	-1.9	-2.6	-1.3	2	-1.0
9	Cc1nn(Cc2ccccc2)c(C)c1C(=O)NCC(c1cccs1)N1CCOCC1 (centres undefined)	4	-1.1	-3	9	5	-4.1	0.0	1.2	-1.3	4	-0.9
10	O=C(NCc1ccncc1)C(=O)N/N=C/c1cccnc1	-3	-0.3	-2	0	-2	0.2	2.7	-1.3	-1.6	2	0.0
11	Cc1cc(=O)[nH]c(-c2ccccc2OC(F)(F)F)n1	6	-1.9	-1	-1	1	-1.1	1.0	0.7	-1.7	2	0.2
12	COc1cc(C(=O)Nc2cccc(-n3cnnn3)c2)cc(OC)c1OC	6	-1.3	2	1	4	-0.8	0.2	-2.4	-1.2	0	0.4
13	CCC(CC)C(=O)Nc1nnc(SCC(=O)N2CCN(c3ccccc3OC)CC2)s1	-2	0.0	-3	-13	4	-1.6	-0.5	-3.9	-1.6	0	-1.2
14	CCNc1nc(Oc2ccc(=O)n(C)n2)nc(N2CCOCC2)n1	4	-1.0	-1	-5	2	-1.0	-1.1	-2.7	-0.5	2	0.3
15	COc1ccccc1NC(=O)Nc1ccc(Br)cn1	-5	0.4	-3	-1	4	-0.2	-0.2	1.9	-0.4	0	-0.2
16	O=C(NCCCCNC(=O)c1ccccc1Br)c1ccccc1Br	5	-0.2	-1	3	3	-0.4	.	-1.3	-1.1	0	0.1
17	O=C(CCCSc1nc(-c2ccco2)cc(C(F)(F)F)n1)NCc1cccs1	-5	-0.6	1	-8	8	-0.4	-1.3	2.2	-0.9	-7	-0.2
18	O=C(CNC(=O)c1ccco1)Nc1ccc(F)c(Cl)c1	-1	-2.1	2	2	5	-2.1	-0.6	0.5	-1.0	-5	0.2
19	Cn1nc(C(F)(F)F)c(C(=O)Nc2ccc(C(F)(F)F)cc2)c1Cl	-3	-2.3	-1	-5	11	-1.9	-3.0	0.2	-0.5	-1	-0.6
20	CCc1nc(N)c(C#N)c(-c2ccc(F)cc2)c1C	0	-2.4	1	0	-6	0.5	1.2	4.0	-1.2	3	0.8
21	Cc1cccc(Nc2nnc(SCC(=O)c3c(N)n(C4CC4)c(=O)[nH]c3=O)s2)c1	0	2.5	-3	4	-4	0.8	1.0	2.2	-1.4	-1	0.2
22	Cn1cc(-c2nc3ccccc3[nH]2)c2ccccc21	4	5.3	9.0*	-1	-214	5.4	0.1	0.3	-0.3	-3	0.6
23	O=C(COC(=O)C1CCN(c2ccc(C(F)(F)F)cn2)CC1)NCc1ccccc1	-8	-0.5	-2	-8	-9	-0.7	-0.1	1.1	-0.3	-3	2.2
24	O=C(Cc1ccccc1F)NCC(=O)Nc1ccccc1Br	-1	-0.8	0	-3	5	2.1	0.4	-0.6	-0.5	3	0.1
25	O=C(c1ccccc1)c1cnc(-c2ccccc2)s1	-1	2.6	3	-2	1	16*	9.3*	4.4	0.1	11	3.1
26	Cc1cc2cc(CNC(=O)c3ccc4c(c3)OCO4)ccc2n1C	5	-2.0	-1	-4	-7	0.7	-1.3	0.1	-1.1	3	-0.6
27	COCCN1C(=O)N[C@@H](c2cccc(F)c2)C(C(C)=O)=C1C	-6	-0.8	-1	1	-6	-1.1	-0.3	-1.1	-1.2	-3	0.3
28	CCCCc1ccc2nc(NC(=O)c3ccc(Br)o3)sc2c1	-12	0.9	.	-21	-33	11*	.	.	-0.7	-2	.
29	CC(C)Cn1c(N)c(C(=O)COC(=O)C2CC(=O)N(Cc3ccccc3Cl)C2)c(=O)n(C)c1=O (centres undefined)	-3	-2.6	-7	-13	-7	-2.9	-1.3	-0.6	-2.5	0	-1.0
30	CCOC(=O)c1ccc(S(=O)(=O)N2CCN(C(=O)C3CSC4(C)CCC(=O)N34)CC2)cc1 (centres undefined)	0	-2.8	2	1	5	0.9	-0.5	0.7	-1.3	-1	0.1
31	Cn1nc(C(F)(F)F)c(C(=O)Nc2ccc(F)cc2F)c1Oc1cccc(Cl)c1	-3	-2.8	0	0	8	1.3	-1.0	-3.3	-1.4	-3	-1.6
32	CCOC(=O)[C@@]12CN(C(=O)OC(C)(C)C)CC=C1N(Cc1ccc(OC)cc1)C(=O)[C@H]2CC(=O)N1CCCCC1	2	-2.7	-3	-1	-8	-2.6	.	.	-1.3	0	0.0
33	Cc1ccc(C)c(OCCC(=O)Nc2ccc(S(=O)(=O)N3CCCC3)cc2)c1	1	-2.0	-1	-31	-4	-0.4	-1.2	0.8	-1.6	-2	-1.3
34	COc1ccc(CCNC(=O)CN(c2ccc(OC)c(OC)c2)S(=O)(=O)c2ccc(C)cc2)cc1	-3	-1.5	0	3	11	0.0	1.8	-1.7	-1.3	-6	-0.2
35	CCn1c(CNc2ccc(F)cc2)nnc1SCC(=O)Nc1ccc(OC)cc1OC	-2	-2.0	-2	-1	7	-2.3	-0.4	-2.0	-1.0	2	-0.1
36	Cc1csc(NC(=O)CSc2ccc(-c3ccc(F)cc3)nn2)n1	-1	-2.0	4	-7	8	-4.4	-0.1	2.2	-0.6	5	-0.2
37	Cc1ccc(Cc2c(-c3ccc(F)cc3)nc3ccc(Br)cn23)cc1	12	1.9	2	-18	-13	6.0	.	.	-0.8	12	1.1
38	O=C(Nc1ccc(Cl)cc1C(F)(F)F)c1ccccc1Cl	-4	-2.7	-3	-1	7	3.7	-0.2	2.5	-0.7	-2	-0.1
39	O=c1cc(-c2ccccc2)nc2nc(-c3ccccc3)[nH]n12	-8	1.4	2	-1	-10	8.7	1.7	2.3	-0.3	-3	1.1
40	Cc1ccc(-n2c(SCC(=O)Nc3ccccc3-c3ccccc3)nnc2-c2ccccn2)cc1	-9	-3.0	-3	-4	-1	-1.6	.	.	-1.6	-6	-0.7
41	CC(C)CN(CC(C)C)C1=N/C(=C\c2ccco2)C(=O)N1c1ccccc1	-12	-1.3	0	-5	-5	-2.2	-0.1	3.3	-1.2	-6	-0.4
42	CSc1nc(N(C)NC(=O)c2ccc(F)cc2)c2ccccc2n1	-5	-0.6	-5	7	0	1.1	0.0	-1.3	-1.1	-1	-0.6
43	CC(C)Cc1n[nH]c(=O)[nH]1	1	-0.6	3	5	3	2.3	0.1	-1.0	-0.9	0	0.1
44	COCCOc1ccc(C(F)(F)F)cc1NC(=O)CN1C(=O)NC2(CCc3ccccc32)C1=O (centres undefined)	1	-1.5	-1	-13	3	-5.5	-0.8	1.9	-0.3	-4	-1.9
45	COc1ccccc1Oc1ccc2c(c1)C(=O)N(CC1CCCO1)C2=O (centres undefined)	3	-2.0	2	-3	-9	0.3	-0.6	1.2	-1.4	4	0.1
46	O=C(NCCS(=O)(=O)NCCc1ccccc1)c1ccc2c(c1)OCO2	-3	5.6*	4	2	-15	15*	4.3*	6.3	1.1*	3	10*
47	COc1cc2c(cc1OC)C(CCc1ccccc1)=NCC2	1	0.6	-1	-23	i	-1.1	1.9	-1.1	-1.4	-5	-0.5
48	Cc1cc(CNC(=O)COc2ccc(C)c(C)c2)c2ccccc2n1	-1	-1.3	-3	-4	1	-2.8	-1.1	0.9	-1.6	-2	-0.5
49	Cc1cc(C(=O)N/N=C/c2ccc3c(c2)OCO3)c2ccccc2n1	-8	0.5	-1	-5	-1	0.5	-2.7	-2.6	-0.8	1	-1.5
50	Cc1ncsc1CCOC(=O)c1cccc([N+](=O)[O-])c1	2&5	0.5&-1.9	0&-3	7&5	-3&-4	-0.2&-3.6	-0.1&-1.1	1.5&-0.5	-1.3&-1.7	4&6	-0.5&-1.4
51	COc1ccccc1N1CC(C(=O)Nc2nnc(SCC(=O)N3CCOCC3)s2)CC1=O (centres undefined)	1	0.1	-1	1	-7	4.1	1.5	-0.8	-0.9	-2	0.7
52	N#Cc1cccnc1N1CCN(C(=O)c2cccs2)CC1	-2	-2.1	-3	-6	-152	2.2	-0.2	-0.4	-1.0	1	0.0
53	O=C(NNS(=O)(=O)c1ccccc1F)c1cc(-c2ccccc2)n[nH]1	-4	-0.8	3	-15	-3	-3.8	0.8	1.4	-0.7	3	0.9
54	O=S1(=O)CC(N2CCN(Cc3ccccc3F)CC2)CN1Cc1cn(Cc2ccc(F)cc2)nn1 (centres undefined)	6	-0.8	-8	8	-6	-0.2	.	.	-1.4	1	0.1
55	O=C(CNC(=O)C1CCCCC1)NC1=NCCS1	3	-0.2	1	2	5	2.6	2.3	0.7	-0.4	2	0.6
56	COc1ccccc1Cn1c(=O)c2ccccc2n2c(SCc3csc(C)n3)nnc12	-3	-3.7	-1	-8	11	-1.4	-1.1	0.8	-1.9	0	-0.7

# (continued)
No.	mol	NPR2 activator	hcDAF-12 act	SMARCA2 act	sPLA2-III inh	ADAM10 inh	hgDAF12 agonist	DAX1 inh-1	GAA850 FXN act	ssDAF12 agonist	GC-A act	DAX1 inh-2
57	Cc1ccc(CSCCNC(=O)CN2C(=O)c3ccccc3S2(=O)=O)cc1	-2	-1.3	4	-11	-1	0.0	0.8	0.6	-1.8	4	-0.4
58	O=C(CSc1nnc(CCCO)n1-c1ccccc1)Nc1nccs1	0	-0.4	-3	7	18	1.0	1.8	0.7	-1.4	4	0.9
59	COc1cc2c(cc1CNC[C@H]1O[C@@H](n3cc(C)c(=O)[nH]c3=O)C[C@@H]1O)OCO2	-1	1.2	-3	5	-8	1.4	5.0*	1.2	-0.7	2	0.4
60	CCCCN(C)S(=O)(=O)c1ccc2[nH]c(=O)oc2c1	-7	-2.2	1	-3	1	0.0	.	.	-1.4	3	0.3
